Source: PubChem (several laboratories)
INS promoter inh = TRM-6 insulin promoter activity inhibition | TRM-6 cells (human fetal islet line), insulin promoter-eGFP reporter, imaging; reporter expression induced with tamoxifen | inhibition, % at 2 µM | 130,000 tested, 0.9% active;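 active = inhibition above the mean plus 3 SD, with well images judged a real hit on visual review, cut at about 60% in these data, passing the limit was not always enough; inconclusive = inhibition over the cutoff but images rejected on review; inactive = inhibition not above the cutoff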
SDO1 yeast rescue = sdo1-depleted yeast growth rescue; AID 817; S. cerevisiae sdo1-depleted JHY4D growth rescue, OD600 30 h; hits give high values; pdr5 snq2 efflux-pump mutant strain; z-score at 10 µM; 140,000 tested, 0.21% active;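 active = z-score above 3 at both the 24 hr and the 30 hr optical density reads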;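 also: z-score against mean and SD of all compound wells on the same plate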
SDO1 yeast rescue Rescue 24 h = recorded beside SDO1 yeast rescue, whose call it bears; z-score; S. cerevisiae sdo1-depleted JHY4D growth rescue, OD600; measured here: growth rescue at 24 h;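 0 is the plate mean of compound wells and units are plate SD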
An asterisk follows results filed as active; i = inactive; ? = inconclusive; . = no result given. This is a subset, so the mix of outcomes need not match the whole.

Compound	SDO1 yeast rescue	SDO1 yeast rescue Rescue 24 h	INS promoter inh
CN(C)S(=O)(=O)c1ccc(C(=O)Nc2ccc(CN3CCCC3)cc2)cc1	2.7	0.91	-6
COc1ccc(-c2nc(-c3cccc([N+](=O)[O-])c3O)cc(=O)o2)cc1OC	-0.62	-0.51	-26
CC(C)NC(=O)CC(=O)N/N=C/c1ccc(Br)cc1	0.73	0.06	.
CC(=O)Nc1cc(C(=O)O)ccc1S(=O)(=O)c1ccc(C)cc1	-0.14	-0.4	.
CCCSc1nc(C)c2cc(C)cc(C)c2n1	-0.8	-0.62	-15
CCC(=O)Nc1nnc(-c2ccco2)o1	0.55	-0.69	.
COc1ccc2c(c1)CCc1c(C(=O)NCc3ccc(Cl)cc3)noc1-2	-0.64	0.29	42
CCC(C)(C)NC(=O)C(c1cccn1C)N(C(=O)Cn1nnc2ccccc21)c1ccccc1OC (configuration not stated)	1	1.3	-37
COc1ccc(OC)c(/C=C/C(=O)N2C(=O)c3cccc(N)c3C2=O)c1	0.7	0.29	-47
O=C(Nc1ccc(N2CCCCC2)cc1)c1cccnc1	0.25	0.24	10
COC(=O)c1cc(NC(=O)c2nccnc2C(=O)O)cc(C(=O)OC)c1	0.41	0.01	.
O=C(NCc1cccs1)C(=O)NCC(c1ccco1)N1CCN(c2ccccc2F)CC1 (configuration not stated)	.	.	33
O=C(O)CC/C(=N/NC(=O)c1cccs1)c1ccccc1	2.3	3.1	-15
O=C(c1cccn2c(=O)c3ccccc3nc12)N1CCN(Cc2ccc3c(c2)OCO3)CC1	-0.04	-0.23	-7
COc1ccc(C(=O)NCCc2cn3ccc(C)cc3n2)cc1	1.1	3.3	.
CC(=O)Nc1ccc(OCC(O)Cn2nc(C)nc2C)cc1 (configuration not stated)	1.5	1.7	66
CCn1c(C)nc2cc(C(=O)N/N=C/c3ccc(OC)c(O)c3)ccc21	0.58	0.32	4
Cc1cn(S(=O)(=O)c2cc(Br)ccc2Br)cn1	0.74	-0.32	.
COc1nc(-c2ccc(Cl)cc2)ccc1-c1noc(-c2ccco2)n1	-0.16	0.55	-17
Cc1ccc2[nH]c3c(c2c1)CN(C(=O)CN1CCN(Cc2ccc4c(c2)OCO4)CC1)CC3	0.48	0.58	.
CNc1nc(SC)nc(N(C#N)CC(=O)OC)n1	0.25	-0.03	-372
C=C(C)C1CC=C(CN2CC(C)OC(C)C2)CC1 (configuration not stated)	-2.4	-1.3	21
Cc1cc(C)n(-c2cc(-c3ccccc3)nc(C)n2)n1	-1.2	-1.2	-152
COc1cc(-c2nnc3n(CCc4ccccc4)c(=O)c4ccccc4n23)cc(OC)c1OC	-0.25	-0.24	50
CCN(CC(=O)Nc1ccc(NC(C)=O)cc1)C(=O)COc1ccc(C(=O)c2ccccc2)cc1	0.95	0.52	.

A different layout for 2 compounds above.
Values in the order: SDO1 yeast rescue, SDO1 yeast rescue Rescue 24 h, INS promoter inh
> COC(=O)c1cc(NC(=O)c2nccnc2C(=O)O)cc(C(=O)OC)c1
 : 0.41, 0.01, .
> O=C(NCc1cccs1)C(=O)NCC(c1ccco1)N1CCN(c2ccccc2F)CC1 (configuration not stated)
 : ., ., 33

(continued)
Compound	SDO1 yeast rescue	SDO1 yeast rescue Rescue 24 h	INS promoter inh
O=C(Nc1ccccc1)c1cnc2n(c1=O)CCS2	-0.05	0.1	.
C=C(C(=O)c1ccccc1)C(C)C(=C)C(=O)c1ccccc1	-1	-0.51	.
Cc1ccc(S(=O)(=O)CCC(=O)c2ccc(O)cc2O)cc1	-0.07	0.23	9
COc1ccc(S(=O)(=O)Cc2ccc(C(=O)N3CCC(C(N)=O)CC3)o2)cc1	0.7	0.22	.
C(=C\c1nc2ccccc2[nH]1)/c1ccccc1	0.37	0.24	93*
Cc1c(C(=O)N2CCCCC2)oc2ccc(S(=O)(=O)N3CC(C)CC(C)C3)cc12 (configuration not stated)	-0.36	-0.78	-71
COc1ccc(N2C(=O)/C(=C/c3ccc([N+](=O)[O-])cc3)N=C2C)c(OC)c1	.	.	-10
C(=N\n1cnc2ccccc21)/c1cccnc1	0.74	1.4	14
CCOc1cc(C2c3c(n[nH]c3C)C(=O)N2c2ccc(Br)cc2)ccc1O (configuration not stated)	1.8	1.9	70
CC(OC(=O)c1ccc2c(=O)n3c(nc2c1)CCCCC3)C(=O)Nc1ccc(Cl)cn1 (configuration not stated)	-0.11	-0.07	-17
Cn1c(C(=O)NCCCN2CCCCCC2)cc2c(=O)n(C)c3ccccc3c21	-0.33	-0.7	.
N/C(=N\OC(=O)Cc1ccccc1)c1ccc(Br)cc1	-1.6	-1.5	58
O=C(CCCn1c(=S)[nH]c2ccccc2c1=O)NCc1ccco1	0.42	0.07	-244
N#C/C(=C\c1ccc([N+](=O)[O-])o1)c1nc2ccccc2[nH]1	-2.1	-1.2	.
CCOc1cc(CNc2ccc(O)cc2)cc(Br)c1OCc1ccccc1F	-1.7	-0.75	8
O=C(CCNS(=O)(=O)c1ccc(Cl)cc1)N1CCC2(O)CCCCC2C1 (configuration not stated)	0.87	0.87	-36
Cc1ccc(N=CC2=C(O)CC(c3ccco3)CC2=O)cc1 (configuration not stated)	-0.74	-0.31	8
CCCCn1c(=O)c(CCC(=O)O)nc2ccccc21	.	.	-33
O=C(Nc1cc([N+](=O)[O-])ccc1F)c1ccc2c(c1)OCCO2	.	.	40
CC(NC(=O)c1ccnc(C(C)(C)C)c1)c1ccccc1 (configuration not stated)	0.57	0.52	-200
COc1cccc(C(c2nnnn2Cc2ccco2)N2CCN(c3cccc(C)c3C)CC2)c1OC (configuration not stated)	-0.48	-0.01	16
CC(=O)Nc1sc(C)c(C)c1C(=O)OCC(=O)Nc1cc(S(=O)(=O)N2CCCCC2)ccc1Cl	0.08	0.72	0
COc1cc(C)ccc1OCCCOc1cc(C)ccc1Cl	.	.	17
CCC[N+](CC#Cc1ccccc1)(CCC)CC(=O)OC	-0.12	-1.8	.
CC(=O)C1=C(O)C(=O)N(CCCn2ccnc2)C1c1ccc(Br)cc1 (configuration not stated)	.	.	-347

Compound	SDO1 yeast rescue	SDO1 yeast rescue Rescue 24 h	INS promoter inh
O=C(c1ccccc1)N(Nc1ccccc1)c1ccccc1	.	.	29
COc1ccc(S(=O)(=O)c2ccc(OC)c(OC)c2)cc1OC	-0.01	0.13	.
O=c1cc(-c2ccccc2)[nH]c2ccc(F)cc12	0.54	0.06	-81
CCCCNC(=O)CCN1N=C(c2ccccc2)CCC1=O	.	.	-136
CCOc1ccc(S(=O)(=O)NCc2cccnc2)cc1C	.	.	22
Cc1ccc(S(=O)(=O)N(C)CC(=O)O/N=C(\N)c2ccc([N+](=O)[O-])cc2)cc1	-2.1	-1.5	-33
O=C(Cc1ccc(Cl)cc1Cl)OCC(=O)c1ccc[nH]1	-0.78	-0.53	.
CCC(C)(C)C(=O)Nc1ncc(S(=O)(=O)c2ccc([N+](=O)[O-])cc2)s1	-0.53	-0.35	-21
Cc1cc(Sc2nccn2C)ncc1[N+](=O)[O-]	-0.14	-0.4	-37
O=C(Nc1ccccc1)c1cccc(S(=O)(=O)N2CCCCC2)c1	-0.89	-0.1	-22
COc1cc(CNCCCN2CCOCC2)cc(Br)c1OCC(=O)N1CCCCC1	0.12	-0.47	0
CC(=O)Oc1ccc2oc(=O)c3c(c2c1)CCCN3C(=O)CN1CCOCC1	.	.	7
O=C(Nc1ccc(CN2CCOCC2)cc1)c1cc2ccccc2o1	-0.86	0.13	-52
COc1cccc(C2C3=C(CC(C)(C)CC3=O)OC(N)=C2[N+](=O)[O-])c1 (configuration not stated)	1.1	1.6	-48
CC(=O)c1ccc(N2CCN(C(=S)Nc3cccc(Cl)c3)CC2)cc1	1.4	1.8	0
Cc1ccccc1-n1nc2c(c1NC(=O)COc1ccc(Cl)cc1)CS(=O)C2 (configuration not stated)	-0.6	-1.4	.
CN(C)S(=O)(=O)N1CCc2ccccc21	0.72	-0.37	-267
Brc1ccc(-c2nnc3n2C2(CCCC2)Cc2ccccc2-3)o1	-1.9	-1.6	-212
Cc1ccc(CNC(=O)c2ccc(NS(=O)(=O)c3c(C)noc3C)cc2)cc1	0.97	0	.
CCCCC1CCC(c2ccc(C(N)=O)cc2)CC1 (configuration not stated)	0.88	1.4	7
CC(=O)C1C(=O)c2c(cccc2[N+](=O)[O-])C1=Nc1ccccc1C (configuration not stated)	-0.85	0.03	-28
Cc1ccc(C(=O)c2oc3nc(C)cc(C)c3c2N)cc1	-0.76	-0.85	21
Cc1ccnc(NC(=O)c2cccs2)c1	1.2	0.63	31
Cc1cc([N+](=O)[O-])cc([N+](=O)[O-])c1NCC(C)C	.	.	17
O=C(NCCCN1CCOCC1)c1ccc(CNS(=O)(=O)c2ccc(F)cc2)cc1	0.49	0.57	17

Single records, from the list above. Screens in order: SDO1 yeast rescue, SDO1 yeast rescue Rescue 24 h, INS promoter inh
Shown for `O=c1cc(-c2ccccc2)[nH]c2ccc(F)cc12` → 0.54, 0.06, -81
Shown for `COc1cccc(C2C3=C(CC(C)(C)CC3=O)OC(N)=C2[N+](=O)[O-])c1` (configuration not stated) → 1.1, 1.6, -48
Shown for `CCCCNC(=O)CCN1N=C(c2ccccc2)CCC1=O` → ., ., -136
Shown for `O=C(Nc1ccc(CN2CCOCC2)cc1)c1cc2ccccc2o1` → -0.86, 0.13, -52

The list goes on.
Compound	SDO1 yeast rescue	SDO1 yeast rescue Rescue 24 h	INS promoter inh
CC(C)(C)OC(=O)N1CCC(c2c(C(=O)O)cnn2-c2ccccc2)CC1	0.26	0.24	.
COC(=O)c1ccc(OC)c(CSc2nnc(-c3ccc(C(C)(C)C)cc3)o2)c1	-0.12	0	i
Cc1ccc(CSc2nnc(-c3ccco3)n2N)cc1	0.14	-1.1	0
Cc1cc2ncn(-c3ncnc4sc(C)c(C)c34)c2cc1C	-0.43	-0.69	18
O=C(NCC1CCCO1)c1onc(CSc2ccc(F)c(F)c2)c1C(=O)O (configuration not stated)	0.58	0.71	-3
COc1ccc(/C=N/Nc2ccc([N+](=O)[O-])cc2)cc1Cn1cc([N+](=O)[O-])cn1	-1.4	-0.69	-55
Clc1ccccc1-c1nc(-c2cccnc2)no1	-0.61	-0.45	?
O=C(Nc1nc2ccccc2[nH]1)C1CCCO1 (configuration not stated)	1	1.1	.
O=C(CSc1nc2ccccc2o1)Nc1ccccc1N1CCOCC1	-1.5	0.01	53
CCOCCCNC(=O)CCc1ccc(S(=O)(=O)Nc2ccc(C)cc2)cc1	.	.	-78
CC1=NNC(=O)C1C(c1ccccc1)C(C#N)C#N (configuration not stated)	1.2	1.8	.
O=C1NC(=S)SC1=C1CCCCCC1	-2	-1.2	.
Cc1cc(N/N=C/c2ccc(O)cc2O)nc(-c2ccccc2O)n1	-1.3	-0.42	44
Cn1c(SCC(=O)Nc2cccc(S(=O)(=O)NC3=NCCCCC3)c2)nnc1-c1ccncc1	.	.	-56
c1coc(-c2nnc3sc(-c4cccs4)nn23)c1	-0.32	-0.86	.
CN(c1ccccc1)S(=O)(=O)c1cccc(NC(=O)CSc2nnc(N)s2)c1	1.5	1.6	0
O=C1c2ccccc2C(=O)N1CCCOc1ccccc1	-0.89	-0.72	6
Cc1c(Cl)cccc1NC(=S)NCCN1CCOCC1	-0.31	-0.41	0
CCOCC(=O)Nc1c(C(=O)OCC)oc2ccccc12	-0.11	-0.02	38
CCCCC(CC)CNC(=O)CCS(=O)(=O)c1cccc2nsnc12 (configuration not stated)	-1.1	-0.8	-69
CC1CCN(Cc2ccc(NC(=O)CC3Oc4ccccc4NC3=O)cc2)CC1 (configuration not stated)	0.64	0.37	.
CN(C(=O)c1ccc(C#N)cc1)c1nnc(-c2ccccn2)s1	-0.6	0.38	71
COc1ccc(C(=O)C2CCN(S(=O)(=O)c3ccc4c(c3)OCCO4)CC2)cc1	-2.7	-1.3	-14
Nc1ccn(-c2ccccc2)c(=O)c1	0.78	-0.04	.
CC(Oc1ccccc1)C(=O)OCC(=O)NC(=O)NCc1ccco1 (configuration not stated)	0.55	-0.45	25

Compound	SDO1 yeast rescue	SDO1 yeast rescue Rescue 24 h	INS promoter inh
Cc1cc(C)c2nc(N3CCCC(C(=O)N4CCC(C(N)=O)CC4)C3)sc2c1 (configuration not stated)	1.8	2.4	.
CCCCCC/C(=N/O)c1ccccn1	-2.4	-2	.
CC1=NNC(=O)c2ccccc2O1	.	.	17
CCCCCC(=O)Nc1ccc(Cc2ccncc2)cc1	0.92	-0.63	-319
CSc1ncccc1C(=O)OCC(=O)N(C)C1CCS(=O)(=O)C1 (configuration not stated)	0.71	0.12	0
CN1OC(COC(=O)c2ccc(Cl)cc2Cl)CC1c1ccccc1 (configuration not stated)	0.94	2	-3
CN(Cc1ccccc1)c1nc2c(c(=O)[nH]c(=O)n2C)n1Cc1ccccc1	-0.49	-0.55	6
COC(=O)CNC(=O)CCCCC(=O)NCC(=O)OC	-0.38	-1.2	18
Cc1cc2c(cc1C)-c1nnnn1C(C)(C)C2	-1.1	-1.3	13
C=CCOC(=O)Nc1c(C(=O)OC)[nH]c2ccc(Cl)cc12	-1.6	-0.78	.
Cc1ccc(-c2cc(N)n[nH]2)cc1	1	1.2	25
